Smad3 inh: blocks human Smad3 binding to FoxH1 peptide; TR-FRET Smad3/Dy647-FoxH1 peptide binding, europium anti-His; inhibition, % at 25 µM; 88,000 tested, 0.29% active;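 active = compounds that reduce the energy-transfer binding signal between the protein and its labelled peptide by more than half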;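 note: 0% = Smad3 plus labelled peptide maximal FRET and 100% = peptide-only background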
Target sequence (P84022 whole entry, looked up): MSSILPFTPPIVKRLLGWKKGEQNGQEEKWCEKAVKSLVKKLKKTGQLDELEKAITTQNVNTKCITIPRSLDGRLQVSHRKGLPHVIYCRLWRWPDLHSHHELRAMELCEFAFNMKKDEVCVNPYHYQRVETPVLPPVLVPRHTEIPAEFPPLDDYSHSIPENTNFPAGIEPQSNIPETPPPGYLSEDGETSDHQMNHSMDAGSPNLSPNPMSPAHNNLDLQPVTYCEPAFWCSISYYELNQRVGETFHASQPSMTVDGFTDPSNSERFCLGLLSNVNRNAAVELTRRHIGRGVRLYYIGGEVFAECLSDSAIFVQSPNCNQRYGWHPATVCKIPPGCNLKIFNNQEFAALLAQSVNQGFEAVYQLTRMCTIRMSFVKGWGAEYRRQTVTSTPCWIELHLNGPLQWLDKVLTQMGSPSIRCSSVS
Candida biofilm: kills Candida albicans biofilms. C. albicans biofilm + clotrimazole, Alamar Blue. inhibition, % at 6 µM. 85,000 tested, 0.14% active. AID 834;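 active = inhibition above 20%; inactive = inhibition below 20%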;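 note: preformed 24 hr biofilms exposed to compound for 48 hr; 0% = biofilm without compound and 100% = blank killed by clotrimazole plus chlorhexidine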
DAT uptake mod: changed human dopamine transporter uptake under cocaine IC80; LLC-PK1 hDAT cells, [14C]-dopamine uptake with cocaine IC80; actives deviate in either direction; Q01959; 110,000 tested, 1.3% active; B-score at 10 µM;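 active = Z score or B-score, a plate-position-corrected score, falls beyond the plate's 99.7% confidence bounds, in either direction; inactive = both scores lie inside the 99.7% bounds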;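 note: scored against the spread of the other compound wells on the same plate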
Target sequence (Q01959 whole entry, looked up): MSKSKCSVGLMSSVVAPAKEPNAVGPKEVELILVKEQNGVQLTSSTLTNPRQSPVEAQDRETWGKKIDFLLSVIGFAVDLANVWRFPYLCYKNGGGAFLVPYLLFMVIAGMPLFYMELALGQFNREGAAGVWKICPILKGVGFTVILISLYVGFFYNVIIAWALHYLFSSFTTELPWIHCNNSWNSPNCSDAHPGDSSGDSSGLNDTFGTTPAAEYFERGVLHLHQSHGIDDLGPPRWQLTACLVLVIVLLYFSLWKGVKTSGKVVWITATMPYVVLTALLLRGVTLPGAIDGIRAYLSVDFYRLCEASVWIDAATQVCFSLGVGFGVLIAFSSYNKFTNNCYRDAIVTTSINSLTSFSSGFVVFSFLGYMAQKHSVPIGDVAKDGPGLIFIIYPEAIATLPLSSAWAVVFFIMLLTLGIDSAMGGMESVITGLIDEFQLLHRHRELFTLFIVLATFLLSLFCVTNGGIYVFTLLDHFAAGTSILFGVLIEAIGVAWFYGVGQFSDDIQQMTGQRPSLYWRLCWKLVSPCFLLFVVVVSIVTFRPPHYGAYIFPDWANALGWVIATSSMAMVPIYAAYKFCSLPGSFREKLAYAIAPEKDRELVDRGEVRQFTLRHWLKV
VCAM1 TNFa inh: reduces TNF alpha induced VCAM1 expression in HUVEC; HUVEC TNFa-induced VCAM-1 immunofluorescence, high-content imaging; inhibition, % at 2 µM; 95,000 tested, 0.48% active;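 active = inhibition above the batch mean plus 3 SD, with images confirmed as a hit by eye, cut at about 37% in these data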;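 note: 0% = TNF-stimulated DMSO wells and 100% = unstimulated control wells; not every result past the cut was called active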
HUVEC tox IL1B: HUVEC cytotoxicity counter-screen, IL-1B stimulated | 94,000 tested, 0.41% active | HUVEC cell count loss, Hoechst imaging | AID 845 | cell count reduction, % at 2 µM;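 active = cell count reduction more than 3 SD above the screen-wide mean, cut at about 70% in these data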;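 note: normalized per plate to untreated control cells as the no-loss baseline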
MT1-MMP txn act: activates MT1-MMP transcription. activation factor at 10 µM. HT1080 MT1-MMP promoter luciferase reporter, luminescence, overnight; active compounds read high. AID 750. 86,000 tested, 0.16% active;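 active = activation factor of at least 2 for MT1-MMP transcription at 10 µM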
F-actin modifier: alters cytoskeleton assembly in HUVEC cells; HUVEC TNFa F-actin phalloidin imaging, high content; inhibition, % at 2 µM; 91,000 tested, 0.18% active;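 active = inhibition above the batch mean plus 3 SD and confirmed as a hit by visual image inspection, cut at about 30% in these data, passing the limit was not always enough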; note: strong numbers were not always called active
LYP inh 2: blocks human PTPN22 phosphatase activity. Q9Y2R2. inhibition, % at 2 µM. 96,000 tested, 0.21% active. recombinant LYP catalytic domain, DiFMUP fluorescence;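 active = inhibition at 2 µM at or above a set limit, the screen mean plus 3 SD, cut at about 24% in these data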;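 note: 0% = DMSO with enzyme and 100% = enzyme fully blocked by orthovanadate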
HUVEC tox TNFa: toxic to HUVEC cells under TNF alpha stimulation. HUVEC TNFalpha-stimulated, Hoechst cell count, imaging. 93,000 tested, 0.17% active. cell count reduction, % at 2 µM;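 active = cell count reduction exceeding the screen mean by over 5 SD, scaled to untreated wells per plate, cut at about 78% in these data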;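 note: cells counted after 24 h of TNF alpha exposure following the 1 h pretreatment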
* hit, by the source's call; . = no result given; [ ] = another dose, or the depositor's remark. A portion of the library; count on the stated rates, not on these rows.

structure,Smad3 inh,Candida biofilm,DAT uptake mod,VCAM1 TNFa inh,HUVEC tox IL1B,MT1-MMP txn act,F-actin modifier,LYP inh 2,HUVEC tox TNFa
c1ccc2sc(Cc3nnc4n3CCCCC4)nc2c1,-3,5,1,.,.,1.6,.,.,.
CCCCC(C(=O)NCCC(C)C)N(CCCN1CCOCC1)C(=O)c1snc(C(N)=O)c1N (stereo unspecified),-6,9,-1.7,0,-3,1.1,15,13,-21
CCSc1nnc(C)c2ccccc12,.,.,0.34,4,0,0.9,42,-7,-48
N#Cc1nc(Cc2ccccc2)oc1NCCN1CCOCC1,-5,6,-0.32,.,.,1.2,.,-11,.
Nc1c2c(=O)oc(-c3ccccc3)cc2nn1-c1ccccc1,.,.,.,11,-13,.,-59,-1,-26
O=C(CCC1CCCCC1)Nc1ccccc1O,12[fluorescence artefact?],-1,-1.1,-13,-14,1.4,-2,-10,-18
O=C(Nc1nnc(C2CCCCC2)s1)c1ccco1,-6,0,-1.7*,-20,-25,1.3,-1,7,-7
O=C(COC(=O)c1cc(S(=O)(=O)N2CCOCC2)ccc1Cl)Nc1ccc2c(c1)OCO2,0,3,1.6,.,.,1.3,.,.,.
Nc1ccc2c(c1)C(=O)N(CCCC(=O)O)C2=O,5[fluorescence artefact?],8,-0.49,-14,4,1,12,-6,14
Cc1ccc2cc(CCNC(=O)C(C)(C)C)c(=O)[nH]c2c1,5,2,0.18,.,.,1.1,.,.,.
O=C(NCCOC(=O)c1ccc(Cl)c(S(=O)(=O)N2CCCCC2)c1)c1ccncc1,7,4,-0.38,-5,0,1.1,-12,-4,-1
CCc1nnc(NC(=O)CSc2ncnc3c2cnn3-c2ccc(OC)cc2)s1,.,.,-0.64,4,-38,.,0,8,8
COc1ccc(CN2CCC(=O)NC2=O)cc1,-5,2,0.35,-24,-19,1,-19,2,-38
COCCN1C(=O)C(=O)/C(=C(/O)c2cccc(S(=O)(=O)N(C)C)c2)C12C(=O)N(C)c1ccccc12 (stereo unspecified),.,.,0.038,6,19,1,16,1,0
CCSc1nnc(NC(=O)c2cc(C)nc3ccccc23)s1,-12,6,-0.46,10,-16,1.1,-5,11,-7
O=c1[nH]c2ccccc2n1CCCSc1cnc2ccccc2n1,8,5,0.93,27,-14,1,17,-12,7
CCOC(=O)c1cc(-c2ccco2)nc2c1c(C)nn2-c1cccc(Cl)c1,.,.,2.3,20,-1,.,15,3,-16
CC(O)C(=O)NCCOCCOCCNC(=O)C(C)O (stereo unspecified),8,5,-0.13,-4,-9,1.1,.,-19,-28
CC(C)[C@H](NC(=O)NCCc1ccccc1)C(=O)O,-7,6,-1.3,16,0,1.1,-3,-2,-11
COc1ccc(S(=O)(=O)N2CCOCC2)cc1C(=O)Nc1ccon1,-12,-1,-0.31,6,10,1.1,15,-8,-39
COc1ccc(Cn2c(C)ccc2C)cc1,9,2,0.67,33,-13,.,-8,-3,8
O=C(NCCCc1ccccc1)C1CC(=O)N(c2ccc3c(c2)OCCO3)C1 (stereo unspecified),5,4,0.0077,19,-10,1.2,6,1,-9
FC(F)(F)c1cnc(Oc2ccccc2-c2nnco2)c(Cl)c1,12,10,-1,10,-8,.,-8,5,3
CCOC(=O)c1oc2ccc(S(=O)(=O)n3nc(-c4ccc(Cl)cc4)cc3N)cc2c1C,.,.,-1.3,-5,15,.,12,1,-30
O=C(CCCN1C(=O)c2cccnc2C1=O)N1CC(=O)N(CCc2ccccc2)C(=O)C1,0[fluorescence artefact?],3,0.015,-6,2,1.1,24,-2,-8

Ordered by the number under MT1-MMP txn act (rising): some entries from above.
canonical_smiles | Smad3 inh | DAT uptake mod | VCAM1 TNFa inh | MT1-MMP txn act | F-actin modifier | LYP inh 2
COc1ccc(CN2CCC(=O)NC2=O)cc1 | -5 | 0.35 | -24 | 1 | -19 | 2
O=C(CCCN1C(=O)c2cccnc2C1=O)N1CC(=O)N(CCc2ccccc2)C(=O)C1 | 0[fluorescence artefact?] | 0.015 | -6 | 1.1 | 24 | -2
c1ccc2sc(Cc3nnc4n3CCCCC4)nc2c1 | -3 | 1 | . | 1.6 | . | .

Next compounds follow:
structure,Smad3 inh,Candida biofilm,DAT uptake mod,VCAM1 TNFa inh,HUVEC tox IL1B,MT1-MMP txn act,F-actin modifier,LYP inh 2,HUVEC tox TNFa
Cc1ccc(C(=O)N2CCN(c3ccc(C(F)(F)F)cn3)CC2)cc1,5,7,-0.28,4,14,1,-10,-14,0
CCc1ccc(N2CC(C(=O)Nc3ccccc3F)CC2=O)cc1 (stereo unspecified),.,.,-0.059,8,.,1.3,8,0,16
COc1ccc(C(=O)COC(=O)CCN2C(=O)C3C4CC(C(Br)C4Br)C3C2=O)cc1 (stereo unspecified),.,.,-2.3*,4,-10,.,13,9,-6
CCOC(=O)c1[nH]c2cc3c(cc2c1NC(=O)CN1CCC(C)CC1)OCO3,.,.,.,12,86*,1,-26,5,-22
c1ccc(C(c2ccccc2)N2CCN(c3nc4ccccc4n4cnnc34)CC2)cc1,-30,-1,1.1,-1,10,1.1,18,9,-13
CCCc1cc(=O)oc2cc(OCC(=O)Nc3cc(C)on3)ccc12,-24,1,-0.76,-4,-11,1.1,-6,-9,-9
CC1(C)CC(N2CCC(=O)N(C3CC(C)(C)NC(C)(C)C3)C2)CC(C)(C)N1,11,2,-0.2,.,.,1.1,.,.,.
COc1cc(OC)c(OC)cc1CN(C)CCc1ccccn1,0,3,0.16,.,.,1.1,.,.,.
O=C(O)c1ccc(Cl)cc1NC(=O)C1CCCO1 (stereo unspecified),6,8,-0.2,11,-16,1.2,-8,0,-12
CCc1nc(SCC(=O)Nc2cc(C)on2)n[nH]1,6,.,-0.36,10,7,1.2,0,4,-16
COc1cc(CNCC(O)c2ccccc2)ccc1OCc1ccc(Cl)nc1 (stereo unspecified),.,.,1.5,-10,1,.,5,13,-6
COc1ccc(-c2oc(NC(=O)c3ccc(C)cc3)c(C#N)c2-c2ccc(OC)cc2)cc1,6,4,-1.5,-10,-79,1.1,10,15,-44
CCOc1ccc2nc(N3CCC(C(=O)N4CCN(c5ccccn5)CC4)CC3)sc2c1,6,4,-0.021,.,.,1.2,.,.,.
CCCC(=O)Nc1ccccc1-c1nnn(CC(=O)Nc2ccc(OCC)cc2)n1,-11,5,1.7,14,-22,1.1,-5,-4,5
Cc1ccnc(N2CCCC(C(=O)Nc3nnc(C)s3)C2)n1 (stereo unspecified),-12,5,0.23,.,.,1.1,.,.,.
O=C(O)C1CC(c2ccc(F)cc2)=NO1 (stereo unspecified),.,.,1.6,-6,-10,.,12,-3,-24
COc1cccc(C2NC(=O)NC(C)=C2C(=O)Nc2ccc(C)cc2)c1 (stereo unspecified),5,6,0.94,15,0,1.2,-7,-6,-25
CC1(C)CC(=O)c2sc(NC(=O)c3ccc4ncsc4c3)nc2C1,-1,7,0.82,-6,-4,.,-24,2,-25
C(=C\c1ccccc1)/CSc1nnc(-c2cccnc2)o1,.,.,0.68,11,19,1.1,-18,-2,-3
CCCn1c(C)nc2c(c1=O)c1nc3ccccc3nc1n2CCC1=CCCCC1,9,3,2.3,-35,-12,1.1,-9,11,-11
Cc1ccc(OCCN2C(=O)OC(C)(C)C2(C)O)cc1 (stereo unspecified),-5,0,-0.21,11,-13,1.1,-22,-1,-26
Cc1cc2n(n1)C(c1ccco1)Nc1ccccc1-2 (stereo unspecified),-5,3,-0.1,.,.,1.1,.,1,.
Cc1cccc(Cn2c(SCCN3CCCCC3)nc3c2c(=O)[nH]c(=O)n3C)c1,6,1,-0.12,.,.,1.2,.,.,.
C/C(=N/NC(=O)c1ccccc1O)c1ccc(N2C(=O)C3CCCCC3C2=O)cc1 (stereo unspecified),.,.,1,10,27,.,-14,3,-5
CCOC(=O)C1CSC(CC(=O)Nc2ccc(OCC)cc2)C(=O)N1 (stereo unspecified),1,4,0.33,-2,-22,1.1,6,-4,-41
CCOc1cc(/C=N/O)ccc1OS(=O)(=O)c1ccc(C)cc1,.,.,-0.048,8,-11,.,0,9,8
Nc1nc2nonc2nc1N1CCCCC1,-14[fluorescence artefact?],-6,-0.43,-11,21,1.2,20,-6,-25
CCOC(=O)C1CCN(Cc2cnc(Oc3ccc(OC)cc3)s2)CC1,.,.,-1.4,-10,8,.,3,0,1
COc1ccc(NC(=O)C2CCCN2C(=O)OCc2ccccc2)c(OC)c1 (stereo unspecified),8,6,-0.46,.,.,1.1,.,.,.
CCC1CCCCN1C(=O)CSc1nnc(-c2cccs2)o1 (stereo unspecified),-2,-1,0.1,19,86*,1.7,11,-11,-6
Cc1cccc(N2C(=O)CC(N(C(=O)c3ccco3)c3cccc(C)c3)C2=O)c1 (stereo unspecified),0,2,-0.75,12,-42,1.2,4,-3,-20
O=C(CSc1ccc2c(c1)OCCO2)Nc1ccc2c(c1)OCO2,16[fluorescence artefact?],9,0.29,-5,-30,.,-13,2,-4
CC(O)c1nc2ccccc2n1CCOc1ccccc1 (stereo unspecified),11[fluorescence artefact?],5,-0.081,6,-20,1.3,7,2,-28
CCOC(=O)C1=NN(C(=O)Nc2ccc(OC)cc2)C2C(=O)N(c3cccc(C(F)(F)F)c3)C(=O)C12 (stereo unspecified),.,.,0.7,-1,-30,.,4,-6,10
CC1(C)Nc2ccc(O)cc2-c2c1ssc2=S,-12,9,0.53,12,-6,1.2,-13,-16,8
Cc1ccc(NC(=O)CC2SC3=NCCCN3C2=O)c(C)c1 (stereo unspecified),-3,-2,-0.024,9,-49,1.1,6,-10,-4
O=C1CN(c2ccccc2F)C(=O)CN1c1ccccc1F,-12,0,-1.6,10,-23,1.1,-12,-2,3
CCOC(=O)c1ccc(N2Cc3ccccc3C2=N)cc1,.,.,1.2,8,-12,.,2,-11,-10
Cn1c(=O)n(C/C=C/c2ccccc2)c(=O)c2c1nc1n2CCCN1c1ccc(F)cc1,14,2,-0.44,.,.,1.1,.,.,.
CCOc1ccc(-c2cc(C(=O)NCCCN3CCN(CC)CC3)c3ccccc3n2)cc1,20[fluorescence artefact?],-2,0.76,-8,5,1.3,5,-6,-21
Cc1nc2c(C(=O)NCc3ccccc3Cl)c[nH]n2c(=O)c1Cl,.,.,-0.83,-6,5,.,-3,1,4
CCC(C)(C)n1nnnc1C(C(C)C)N(CCCO)Cc1cc2cc(C)ccc2[nH]c1=O (stereo unspecified),-2,7,-0.65,5,-11,1.2,-10,1,-11
C#CCOc1ccc2c(C)cc(=O)oc2c1,4,3,0.45,3,12,1.2,-20,5,8
COc1cc(Br)cc2cc(C(=O)NCC3CCCO3)c(=O)oc12 (stereo unspecified),.,.,-0.48,17,2,.,-7,-6,21
COC(=O)C1CCN(C(=O)NC2CCCCC2)CC1,-2,3,-0.047,8,-8,1.1,-4,1,-9
CCN1CCN(CCNC(=O)c2ccc(CS(=O)(=O)c3ccccc3C)o2)CC1,4,8,-0.24,.,.,1.1,.,.,.
COC(=O)CSc1nnc(CNC(=O)c2cc(OC)c(OC)c(OC)c2)n1C,-5,0,-1.2,1,78*,1,8,-7,-14
Cc1cc(=O)[nH]c(SCC(=O)N2c3ccccc3CC2C)n1 (stereo unspecified),13,5,-0.054,-15,-29,1.1,25,-10,-38
Cn1ncc(N=Cc2c(O)ccc3ccccc23)c1C(=O)N1CCOCC1,4,-1,-0.23,-2,-10,1.2,-7,-3,-18
Cc1c(C(=O)N2CCOCC2)[nH]c2c1C(=O)CC(c1ccc(Cl)cc1)C2 (stereo unspecified),-2,7,1,0,-50,1,22,3,-20
O=C(CN(Cc1ccccc1Cl)C(=O)c1ccc(CN2CCOCC2)o1)NCC1CCCO1 (stereo unspecified),1,6,1.3,6,-5,1,30,7,-12
